PKA-R2B act = PKA-R2B complex activation. P22694+P31323. PKA-R2B holoenzyme dissociation, Cy5-IP20 fluorescence polarization; R2B truncated from residue 108, S112A mutant; 0% DMSO only, 100% 113 µM cGMP. activation, % at 11.4 µM. 0.079% of 340,000 active. AID 504700;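 active = activation above a cutoff set at the mean over all compounds plus 3 SD, cut at about 18% in these data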;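 also: higher means more holoenzyme dissociation and a rise in polarization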
DAGLB inh = diacylglycerol lipase beta (human) inhibition; AID 504411; 0.059% of 340,000 active; Q8NCG7; inhibition, % at 5.17 µM; HEK293T DAGLB membrane lysate, EnzChek fluorogenic substrate; in the data active = inhibition above about 34%;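 also: 0% = enzyme with vehicle and 100% = wells lacking enzyme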
Target sequence (Q8NCG7 whole entry, looked up): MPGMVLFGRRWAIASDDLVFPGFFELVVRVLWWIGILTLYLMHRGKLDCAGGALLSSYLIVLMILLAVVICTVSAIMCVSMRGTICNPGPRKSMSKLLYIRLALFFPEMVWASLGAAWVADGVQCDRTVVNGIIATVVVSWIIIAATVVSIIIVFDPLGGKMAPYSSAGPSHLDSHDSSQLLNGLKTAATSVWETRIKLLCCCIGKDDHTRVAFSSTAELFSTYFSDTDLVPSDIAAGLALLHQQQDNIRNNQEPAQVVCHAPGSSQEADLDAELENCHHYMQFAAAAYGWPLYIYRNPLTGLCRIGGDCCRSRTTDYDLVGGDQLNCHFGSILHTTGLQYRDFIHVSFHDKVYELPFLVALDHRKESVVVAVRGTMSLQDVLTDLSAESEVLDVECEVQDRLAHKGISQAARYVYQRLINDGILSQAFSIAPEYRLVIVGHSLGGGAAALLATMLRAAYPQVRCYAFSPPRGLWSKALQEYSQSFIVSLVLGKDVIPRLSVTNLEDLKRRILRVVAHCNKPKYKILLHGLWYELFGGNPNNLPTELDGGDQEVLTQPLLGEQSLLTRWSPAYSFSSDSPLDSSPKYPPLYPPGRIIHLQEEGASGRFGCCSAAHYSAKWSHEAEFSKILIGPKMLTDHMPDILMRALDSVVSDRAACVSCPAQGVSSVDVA
* hit, by the source's call.

| compound | PKA-R2B act | DAGLB inh |
| --- | --- | --- |
| Cc1ccc(S(=O)(=O)N2C[C@]3(O)C[C@@H]4C(=O)N(c5ccccc5)C(=O)[C@@H]4C[C@]3(OC(=O)Nc3cccs3)C2)cc1 | -1 | 0 |
| CC(=O)Nc1ccc(C=CC(=O)c2ccc([N+](=O)[O-])cc2)cc1 | 13 | 2 |
| CCN(CCCNc1cc2c(c(N)c1S(=O)(=O)O)C(=O)c1ccccc1C2=O)c1ccccc1 | -4 | 36* |
| O=C(OCC(=O)N1CCCCCC1)c1cccc(Cl)c1Cl | 0 | -4 |
| N#Cc1ccc(NC(=S)NC(=O)C2CC2)cc1 | -15 | -3 |
| CCN(CC)C(=O)C1=C(C)N(CCCOC)C(=O)C(CC(=O)NCCCN(C)C)C1 (centres undefined) | -3 | -3 |
| CCOc1ccccc1N1CCN(CC(=O)Nc2nccs2)CC1 | 11 | -2 |
| COc1ccc(S(=O)(=O)N(C)C[C@H]2Oc3ncc(-c4ccncc4)cc3C(=O)N([C@@H](C)CO)C[C@@H]2C)cc1 | -3 | -1 |
| COc1ccc(NC(=O)c2sc3nc(N4CCOCC4)c4c(c3c2N)CCCC4)cc1 | 8 | 5 |
| CN1C(=O)[C@H]2[C@@H](c3ccc(C(F)(F)F)cc3)N[C@]3(CCCN(CC4CCCCC4)C3=O)[C@H]2C1=O | -3 | -3 |
| CSC[C@H]1CN(Cc2ccccc2)C(=O)[C@@H]1CC(=O)Nc1ccc(Br)cc1 | -4 | 1 |
| N#Cc1ccsc1NC(=O)CSc1nnc(NC2CC2)s1 | 3 | -2 |
| Cc1ccc(NC(=O)COC(=O)c2ccco2)cc1S(=O)(=O)N1CCCCC1 | -6 | 1 |
| CCCCN1C(=O)C(CC(=O)NCCc2ccccn2)CC(C(=O)N(C(C)C)C(C)C)=C1C (centres undefined) | 0 | -2 |
| CCOc1ccc(C(=O)N[C@H](C(=O)N2CCN(c3ncccn3)CC2)C(C)C)cc1 | 9 | -12 |
| O=C1C=C(c2ccc(CO)cc2)C[C@@H](c2ccc(F)cc2)C1 | -11 | 1 |
| CC(OC(=O)/C=C/c1ccco1)C(=O)NC1CCCCC1 (centres undefined) | -14 | -1 |
| C[C@H](CO)N1C[C@H](C)[C@@H](CN(C)C(=O)c2ccc3ccn(C)c3c2)OCc2cnnn2CCCC1=O | -7 | 0 |
| CCOc1ccc(N=Cc2ccc([N+](=O)[O-])cc2)c(O)c1 | -9 | 3 |
| CN(CCOc1ccccc1)C(=O)c1cc(S(=O)(=O)N2CCOCC2)c(Cl)cc1Cl | -11 | -6 |
| COC(=O)C[C@@H]1C[C@@H]2c3cc(NS(=O)(=O)c4ccc(F)cc4)ccc3O[C@@H]2[C@H](CO)O1 | -9 | 2 |
| C1=C\CCC2(OCCO2)C2(CC/1)OCCO2 | 6 | -1 |
| CC(C)NC(=O)N(C)C[C@H]1OCCCC[C@H](C)Oc2ccc(NC(=O)NC3CCCCC3)cc2C(=O)N([C@H](C)CO)C[C@@H]1C | 7 | -1 |
| C[C@@H]1CN([C@@H](C)CO)C(=O)CCCn2nncc2CO[C@H]1CN(C)Cc1ccc(-c2ccccc2)cc1 | 11 | 0 |
| CNC(=O)C[C@H]1C(=O)N(c2ccc(OC)cc2)C[C@@H]1CSC | 2 | -2 |
| N#CCSc1ccccc1NC(=O)CN1C(=O)NC(CCc2ccccc2)C1=O (centres undefined) | 1 | -1 |
| CCn1c2ccccc2c2cc(NC(=O)N3CCCCC3)ccc21 | 2 | 2 |
| CC(C)C1C(=O)N(Cc2cn(CC3CCCCC3)nn2)CCS(=O)(=O)N1Cc1ccc(-c2ccncc2)cc1 (centres undefined) | 7 | -3 |
| C[C@H]1CN([C@@H](C)CO)S(=O)(=O)c2ccc(Br)cc2O[C@H]1CN(C)C(=O)c1cccnc1 | -3 | -2 |
| COc1ccc(CC(=O)OCC(=O)N2c3ccccc3CC2C)cc1OC (centres undefined) | 4 | -1 |
| COc1ccc(-c2ccc(CN3C(C)C(=O)N(Cc4cn(CCC5OCCO5)nn4)CCS3(=O)=O)cc2)cc1 (centres undefined) | -4 | 2 |
| C[C@@H]1CN([C@@H](C)CO)C(=O)CCCn2nncc2CO[C@@H]1CN(C)C(=O)c1ccc2ccn(C)c2c1 | 0 | -2 |
| C[C@H](CO)N1C[C@H](C)[C@H](CN(C)C(=O)c2ccncc2)OCc2cnnn2CCCC1=O | 5 | -2 |
| O=C1NN(c2ccccc2)C(=O)C1=Cc1ccccc1O | -1 | 11 |
| C[C@H]1CN([C@@H](C)CO)C(=O)CCCn2cc(nn2)CO[C@@H]1CN(C)C(=O)C1CCCCC1 | 3 | -2 |
| COc1cccc(NC(=O)CN(C)C(=O)c2cc(Cl)nc3ccccc23)c1 | -5 | -3 |
| Cc1cccc(CN(C)C[C@@H]2OCc3cnnn3CCCC(=O)N([C@@H](C)CO)C[C@H]2C)c1 | 5 | 1 |
| COCCNC(=S)N(C)[C@H]1C[C@H]2c3cc(-c4ccccc4)ccc3CCN2C(=O)[C@H]1[C@H](C)O | -13 | 3 |
| C[C@H](CO)N1C[C@H](C)[C@@H](CN(C)Cc2ccccc2F)Oc2ncc(Br)cc2C1=O | 0 | 2 |
| Cc1[nH]nc2c(=S)[nH]c(=O)[nH]c12 | 0 | -1 |
| C=CCN(Cc1ccc(Br)s1)C(=O)c1ccc(OCc2c(C)noc2C)cc1 | 3 | -4 |
| CC1=C(C(=O)N(C)C)CC(CC(=O)NCC2CCCCC2)C(=O)N1CCCN1CCCC1=O (centres undefined) | -2 | 2 |
| O=C(NCC(=O)N1CCN(Cc2ccccc2)CC1)c1ccccc1Cl | 0 | -1 |
| COc1cc(NC(=O)CCn2c(=S)[nH]c3ccccc3c2=O)cc(OC)c1OC | -10 | 1 |
| O=C(C1CCCCC1)N1C[C@@H](n2cc(-c3ccc(F)cc3)nn2)[C@H](O)C[C@@H]1c1ccc(Cl)cc1 | -3 | -1 |
| CCn1cc(C(=O)N2CCCC(C(=O)c3cccc(C(F)(F)F)c3)C2)cn1 (centres undefined) | -6 | 0 |
| COc1ccc(-c2nc(NC(=O)c3ccco3)sc2C)cc1 | -8 | -2 |
| c1ccc2c(c1)C1=NCCN1c1ccccc1-2 | 7 | -1 |
| Cc1ccc(CCC(=O)Nc2ccc(Cl)cc2Cl)o1 | -2 | -7 |
| C[C@H](CO)N1C[C@H](C)[C@@H](CN(C)Cc2ccc(O)cc2)OCc2cnnn2CCCC1=O | 2 | 2 |
| Cc1ccc([C@H]2C[C@@H](n3cc(-c4ccc(F)cc4)nn3)[C@H](O)CN2CC2CCCCC2)cc1 | -5 | -13 |
| CCN(CC)c1ccc(C(=O)NNC(=O)Cn2c(=O)cnc3ccccc32)cc1 | 2 | -2 |
| CCc1cccc(NC(=O)COC(=O)c2c(C)nn(-c3ccccc3)c2C)c1 | -3 | -23 |
| CCn1cc(/C=C(\NC(=O)c2ccc(OC)cc2)C(=O)NCCCn2ccnc2)c2ccccc21 | 5 | 3 |
| CCCCCCN1C[C@H](O)[C@@H](n2cc(-c3ccc(F)cc3)nn2)C[C@@H]1c1ccc(C)cc1 | -16 | -4 |
| O=C(O)COc1ccc(NC(=O)c2ccc3c(c2)C(=O)N(CC2CCCO2)C3=O)cc1 (centres undefined) | 4 | -1 |
| CCc1cc(-c2nnn(-c3cc(C(C)C)ccc3C)c2CC)ccc1-c1cn(CCc2c[nH]c3ccccc23)nn1 | 5 | -3 |
| C[C@H](CO)N1C[C@H](C)[C@@H](CN(C)S(=O)(=O)c2ccc(Oc3ccccc3)nc2)OCc2cn(nn2)CCCC1=O | 0 | 2 |
| CN1C(=O)N(CC(=O)c2ccc3c(c2)OCO3)C(=O)C12CCCCC2 | -2 | -1 |
| COc1ccc(NC(=O)c2c(C)noc2C)cc1S(=O)(=O)N1CCCCC1 | 4 | -1 |

By substructure: those above with two or more sulfur atoms
| compound | PKA-R2B act | DAGLB inh |
| --- | --- | --- |
| Cc1ccc(S(=O)(=O)N2C[C@]3(O)C[C@@H]4C(=O)N(c5ccccc5)C(=O)[C@@H]4C[C@]3(OC(=O)Nc3cccs3)C2)cc1 | -1 | 0 |
| N#Cc1ccsc1NC(=O)CSc1nnc(NC2CC2)s1 | 3 | -2 |

The results go on:
| compound | PKA-R2B act | DAGLB inh |
| --- | --- | --- |
| Cc1nc2ccccn2c(=O)c1NC(=O)c1ccco1 | -4 | -1 |
| CCc1nnc(NC(=O)c2cccc(S(=O)(=O)N3CCN(C)CC3)c2)s1 | -2 | 0 |
| CC1C(=O)N(Cc2cn(CCC3OCCO3)nn2)CCS(=O)(=O)N1Cc1ccc(-c2cccc(CO)c2)cc1 (centres undefined) | -5 | 3 |
| Cc1ccc(OC(=O)N(C)C[C@@H]2OCc3cn(nn3)CCCC(=O)N([C@@H](C)CO)C[C@H]2C)cc1 | -3 | 0 |
| O=C(COC(=O)c1ccc2c(c1)OCCO2)NCc1ccc(Cl)cc1 | -1 | -4 |
| CCC(Sc1nc2ccsc2c(=O)n1Cc1ccc(C(=O)O)cc1)C(=O)Nc1cccc(OC)c1 (centres undefined) | -1 | 1 |
| COCC(=O)N(C)C[C@H]1Oc2cc(C#Cc3cccnc3)ccc2S(=O)(=O)N([C@H](C)CO)C[C@H]1C | -6 | -2 |
| CCN(CC)C(=O)C1=C(C)N(Cc2ccc(OC)cc2)C(=O)C(CC(=O)NC(c2ccccc2)c2ccccc2)C1 (centres undefined) | -5 | -1 |
| C[C@H](NC(=O)c1ncn2c1c(=O)[nH]c1ccc(Br)cc12)c1ccccc1 | -2 | 2 |
| COc1ccc2c(Cl)cc(NC(=O)Nc3c(C)cccc3C)nc2c1 | 2 | -4 |
| CC(Sc1nc(-c2ccccc2)c(-c2ccccc2)[nH]1)C(=O)NCC1CCCO1 (centres undefined) | -11 | -2 |
| CC1CCC(NC(=O)CN2CCN(S(=O)(=O)c3ccc(Br)s3)CC2)CC1 (centres undefined) | 6 | -7 |

Another view of part of the listing above.
Structure: Cc1ccc(OC(=O)N(C)C[C@@H]2OCc3cn(nn3)CCCC(=O)N([C@@H](C)CO)C[C@H]2C)cc1
  PKA-R2B act: -3 | DAGLB inh: 0

Structure: O=C(COC(=O)c1ccc2c(c1)OCCO2)NCc1ccc(Cl)cc1
  PKA-R2B act: -1 | DAGLB inh: -4

Compound profiles (already shown).
CCN(CC)C(=O)C1=C(C)N(Cc2ccc(OC)cc2)C(=O)C(CC(=O)NC(c2ccccc2)c2ccccc2)C1 (centres undefined) as listed: PKA-R2B act: -5; DAGLB inh: -1
CC1C(=O)N(Cc2cn(CCC3OCCO3)nn2)CCS(=O)(=O)N1Cc1ccc(-c2cccc(CO)c2)cc1 (centres undefined) as listed: PKA-R2B act: -5; DAGLB inh: 3

Further results follow:
| compound | PKA-R2B act | DAGLB inh |
| --- | --- | --- |
| O=C(CNC(=O)N1CC(=O)Nc2ccccc21)NCCCc1ccccc1 | 0 | -2 |
| Nc1ccn([C@@H]2O[C@H](CNC(=O)[C@@H](Cc3cccnc3)NC=O)[C@@H](O)[C@H]2O)c(=O)n1 | -4 | 6 |
| C=CCn1c(SCC(=O)N2CCC(C)CC2)nc2c([nH]c3ccccc32)c1=O | -9 | -1 |
| COc1cccc(CNC(=O)[C@H](C)NC(=O)N2CC(=O)Nc3ccccc32)c1 | 4 | -1 |
| Cc1ccc(S(=O)(=O)NN=Cc2ccccc2Cl)cc1 | 5 | -6 |
| COc1ccc(CCNC(=O)c2ccc(CS(=O)(=O)Cc3ccc(C)cc3)o2)cc1OC | 2 | 1 |
| CN1OC[C@@H]2CN(Cc3ccccc3)[C@H](c3cccc(-c4ccccc4)c3)C[C@@H]21 | 6 | -7 |
| O=C(C1CCCCC1)N1C[C@H](O)[C@@H](n2cc(C3CC3)nn2)C[C@@H]1c1ccccc1 | 5 | 0 |
| C[C@@H]1CCCCO[C@H](CN(C)Cc2ccc3c(c2)OCO3)[C@@H](C)CN([C@H](C)CO)C(=O)c2cc(NC(=O)c3ccccc3)ccc2O1 | 9 | 1 |
| Cc1ccc([C@H]2C[C@H](O)[C@@H](n3cc(C4CC4)nn3)CN2CC2CCCCC2)cc1 | -5 | 0 |
| O=C(NCCCN1CCC(Cc2ccccc2)CC1)c1ccc(CS(=O)c2ccccc2Cl)o1 (centres undefined) | -4 | 2 |

Not all compounds are listed (hit frequency here may not be typical).
